mHTT CaM bind: disrupts binding of mutant huntingtin to calmodulin. P42858. AlphaScreen His-mHTT/GST-CaM binding, luminescence. inhibition, % at 15 µM. 190,000 compounds, 3.6% hits. AID 1671202;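 further: 0% = both proteins with DMSO and 100% = one protein alone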
Pf apPOL inh: Pf-apPOL DNA polymerase inhibition | 210,000 compounds, 0.25% hits | inhibition, % at 10 µM | Recombinant Pf-apPOL, molecular beacon fluorescence, 1.5 h | AID 1794808
The depositor's hits bear a star; i = inactive; nt = not tested or not shown; & = joins results of further samples. No stated cut-off is given here; in the data, active means inhibition above about 50%; inactive means the rest. Some of the compounds tested; rates above refer to the full screens.

mol	mHTT CaM bind	Pf apPOL inh
COc1ccc2c(=O)c(-c3ccc(OC)c(OC)c3)c(C(F)(F)F)oc2c1	3&-2	-1&-3
COc1cc(C2CC(=O)c3cnn(-c4nc(C)cc(C)n4)c3C2)cc(OC)c1OC (configuration not stated)	18	0
CC(=O)N1CCc2nn(CC(=O)N3CCN(c4ccccc4)CC3)c(=O)cc2C1	-3	-1
Cc1noc(C)c1S(=O)(=O)NC1Cc2ccccc2C1	nt	0
CN(CC(=O)N1CCCC1)C(=O)C1CN(S(=O)(=O)c2cccnc2)CC12CCCCC2 (configuration not stated)	-1	-3
O=C(Cc1nnc(-c2ccsc2)o1)Nc1ccccc1F	-8	-4
O=C(Nc1nnc(-c2ccc(Br)cc2)s1)c1c(F)cccc1F	-6	-2
O=C(NCc1ccccc1F)C(=O)NCC1OCCCN1S(=O)(=O)c1cccs1 (configuration not stated)	3	-2
COc1cccc2c1c(NC(=O)c1cc(C)on1)nn2C	nt	-9
CN(C)c1cccc(C2=COC3(CCCN(C(=O)C4CCCC4)C3)C2)c1 (configuration not stated)	20	-11
N#CC1=C(N)C(C#N)(C#N)C(c2ccccc2)C2CNCC=C12 (configuration not stated)	23	-2
Cc1ccc(/C=C2\SC(=O)N(CNc3ccccc3)C2=O)o1	5	-1
O=C(c1ccco1)N1CCC(Nc2ncnc3c2CCC3)CC1	0	-1
CCc1ccccc1NC(=O)C1CC(=O)N(c2ccc3c(c2)CCN3C(C)=O)C1 (configuration not stated)	-6	-6
C=CCn1c(SCC(=O)Nc2cccc(C)c2)nc2sc(CC)cc2c1=O	-1	-2
CCN(CC)c1ccc(CN2CCN(C)CC2)cc1	68*	0
CCc1cccc(OCCCCN2CCCCC2)c1	-3	-1
O=C(O)[C@@H]1CC=C[C@@H]2CCN(C3CC3)C(=O)[C@@H]21	2	-4
COCCNC(=O)C1(C)CCC(=O)N1c1cc(C)cc(C)c1 (configuration not stated)	-2	-2
Cc1ccc(C(=O)N2CCC(CC(=O)NCc3ccc4c(c3)OCO4)CC2)cc1	-4	4
CCn1nccc1C(=O)N1CCCC1c1cc(C(C)C)on1 (configuration not stated)	-6	-4
CCN1CCN(C(=O)CC(C(=O)N2CCc3ccccc32)n2ccnc2)CC1 (configuration not stated)	-10	-7
O=C(NCC1CCN(C(=O)Nc2ccc(F)cc2)CC1)c1ccco1	-1	1
Cn1c(Cc2ccccc2)nnc1Sc1ccc(C(F)(F)F)cc1[N+](=O)[O-]	8	-9
COc1ccc(/C=C(\C#N)c2[nH]nc(N)c2C#N)cc1OC	20&21	-4&-8
O=C(NCC1CCN(Cc2ccco2)CC1)Nc1cccc(C(F)(F)F)c1	-20	-8
CCOC(=O)Cc1csc(NC(=O)CCS(=O)(=O)c2ccccc2)n1	-17	-10
COC(=O)c1ccc2nc(NC(=O)CCS(=O)(=O)c3ccccc3)sc2c1	4	0
ON=CC1=C(Cl)c2cc(Cl)ccc2SC1	nt	4
CCn1cc(Cl)c(C(=O)Nc2ccc(N(C)C(C)=O)cc2)n1	-3	-2
CN(C)CCNc1c([N+](=O)[O-])c(=O)oc2ccccc12	-4	4
CCOC(=O)CNC(=O)N1CCCCCC1c1ccc(Cl)cc1 (configuration not stated)	-2	-2
CCOC(=O)C1CCC(CNC(=O)N2CC(CC)Oc3ccc(C)cc32)CC1 (configuration not stated)	-1	-6
CC1CCCCN1CCCNC(=O)CN1CCN(C(=O)Nc2ccc(Cl)cc2)CC1=O (configuration not stated)	8	-2
CCCn1cc(C2=CCN(C(=O)Nc3cc(Cl)ccc3C)CC2)c2cccnc21	5	-6
CCOC(=O)CCC(=O)Nc1c(C)nc2sccn2c1=O	-25	-7
Cc1ccc(NC(=O)N2CC(C)C(c3nc(-c4ccncc4)no3)C2)c(C)c1 (configuration not stated)	6	6
CCN(CC)C(=O)CC[C@@H]1CC[C@]2(CCCN(C(=O)c3ccco3)C2)O1	-4	3
O=C(CCC1CCCC1)NC1(c2nc(-c3cccnc3)no2)CCCCC1	-3	-10
N#CCSc1nc(NCc2ccc(Cl)cc2)c2ccccc2n1	10	-7
OC(COC12CC3CC(CC(C3)C1)C2)CN1CCOCC1 (configuration not stated)	-2	-4
CC(C)CCNC(=O)C1(C)CCC(=O)N1Cc1cccnc1 (configuration not stated)	-11	1
Cc1c(C(=O)COC(=O)c2ccc(Cl)cc2Cl)sc2ccc(Cl)cc12	nt	-2&-4
CC(Oc1ccccc1F)C(=O)Nc1cccc(Cl)c1 (configuration not stated)	-35	-2
COc1ccccc1C1CC(c2ccc(C)cc2)Nc2nc(N)nn21 (configuration not stated)	47	-4
O=C(NCc1cccc(F)c1)C1CCCN(c2nnc3c(Cl)cccn23)C1 (configuration not stated)	2	0
O=C(Cn1nc(-c2ccco2)ccc1=O)N1CCN(c2cc(-c3ccccc3)ncn2)CC1	38	30
Cc1cccc(CNC(=O)C2CC(=O)N(c3ccc4c(c3)CCN4C(=O)C3CC3)C2)c1 (configuration not stated)	6	0
O=C(Sc1ccccc1)c1ccc2ncsc2c1	nt	-7
O=C(c1ccc2c(c1)OCO2)N1CCC(n2c(C3CCCC3)nc3cccnc32)C1 (configuration not stated)	1	-3
CN(Cc1ccccc1)C(=O)C1CCN(c2nnc(-c3ccccc3)o2)CC1	48	-9
COc1ccc(N2CCN(/C(=N/O)c3nonc3N)CC2)c([N+](=O)[O-])c1	i	-3&3
Cc1ccc(NC(=O)c2cc3cc([N+](=O)[O-])ccc3oc2=O)cc1Cl	-1	-7
O=C(NC1CC2CC1N(C(=O)c1ccc3ncccc3c1)C2)c1cccs1 (configuration not stated)	3	-7
O=C(Cn1cnc([N+](=O)[O-])n1)Nc1cc(C(F)(F)F)cnc1Cl	2	-6
CC(=O)Nc1ccc(/C=C2/C(=O)N(c3ccccc3)N=C2C)cc1	13	4
O=C(Nc1ccc(N2CCCN(C(=O)c3ccccc3)CC2)nc1)C1CC1	2	0
NC(=O)c1c(NC(=O)CN2CCCCC2)sc2c1CCCC2	-4	-4
O=C(NCc1csc(C2CCN(C(=O)c3ccccc3Cl)CC2)n1)C1CC1	-7	-3
Nc1ccc2c(c1)ncn2C1CCCCC1	6	1

More entries:
mol	mHTT CaM bind	Pf apPOL inh
O=C(NCCNc1cc(-n2cccn2)ncn1)Nc1ccc2c(c1)OCCO2	-5	-6
Cn1cnc2c(ncn2C2OC(CO)C(O)C2O)c1=N (configuration not stated)	1	nt
O=C(Nc1cc(F)c2nc(N3CCOCC3)ccc2c1)c1ccc(F)cc1	-5	-2
Cc1ccc(NC(=O)N2CCCC2c2ccc(F)cc2)cc1F (configuration not stated)	-2	-5
CCNc1cc(N2CCCC(CCC(=O)NCCc3ccncc3)C2)ncn1 (configuration not stated)	-4	-3
COc1ccc(OC)c(NC(=O)C2CCCN(C(=O)c3cccc(C)c3)C2)c1 (configuration not stated)	32	-27
Cc1noc(C2CN(C(=O)c3cc(=O)c4ccccc4o3)C2)n1	-17	-1
CCOc1ccccc1CNC(=O)C1CCCN(c2nnc3ccccn23)C1 (configuration not stated)	5	-7
O=C(O)c1ccc(Br)o1	-1	nt
CC(=NOCc1nc(-c2cccc(Cl)c2)no1)c1ccc(Cl)cc1	nt	4
Cc1cccc(NCCC(=O)c2ccc([N+](=O)[O-])cc2)c1C	19	-12
CSc1nc2n(n1)C(c1ccc([N+](=O)[O-])cc1)C1=C(CC(C)(C)CC1=O)N2 (configuration not stated)	0	9
COC(=O)C1=C(NC(=O)c2ccc(N3C(=O)CCC3=O)cc2)CCS1	-9	1
C=CCn1cnc2c1c(=O)n(Cc1ccccc1)c(=O)n2-c1ccccc1	1	-6
O=C(CCC(=O)N1CCN(Cc2ccccc2)CC1)N1CCN(Cc2ccccc2)CC1	-3	3
CSc1cccc(NC(=O)c2ccc(N(Cc3ccccc3)S(C)(=O)=O)cc2)c1	6	-4
COc1cc2c(cc1OC)C(C(=O)Nc1cccc(C)n1)C(c1cccnc1)N(C)C2=O (configuration not stated)	0	-2
CCOC(=O)N1CCC(NC(=O)CCC2CCCN(c3cc(NC4CC4)ncn3)C2)CC1 (configuration not stated)	11	-2
Cc1nn(-c2ccccc2)c2nc(N3CCC(NC(=O)C4CCCCC4)CC3)sc12	3	-10
CC1(C(=O)NCc2ccc(F)cc2)CCCN(C(=O)c2ccc(Br)o2)C1 (configuration not stated)	3	4
Cc1ccccc1C1CCCN1C(=O)c1cc(-c2cccs2)on1 (configuration not stated)	-6	3
Cc1ccc(NC(=O)c2cc(S(=O)(=O)NCc3ccc(F)cc3)ccc2F)cc1C	14	-1
COc1ccc(CC(=O)N2CCCC2c2ccc(Cl)cc2)cc1OC (configuration not stated)	14	-4
CC1=C(C(=O)Nc2ccccc2)C(c2ccc(F)cc2)n2c(s/c(=C\c3cccs3)c2=O)=N1 (configuration not stated)	26	-6
O=C(C1CCN(c2nc3cccnc3s2)CC1)N1CCCCCC1	-5	0
COc1cccc(/C=C2/N=C(c3ccc(Cl)cc3)OC2=O)c1OC	0	-3
CCc1ccc(-n2cnc3cc(C(=O)N4CCOCC4)ccc32)cc1	4	28
CCOC(=O)c1sc(NC(=O)c2cc3cccc(OC)c3o2)cc1C	-6	-1
COc1ccc(C2=NN(CCC(=O)NCCc3ccc(C)cc3)C(=O)CC2)cc1	17	-18
CCn1cc(C(=O)NCCCN2CCCC2)c2cc(OC)c(OC)cc2c1=O	1	-2

Some of the entries above, reformatted.
Structure: Cc1nn(-c2ccccc2)c2nc(N3CCC(NC(=O)C4CCCCC4)CC3)sc12
  mHTT CaM bind = 3
  Pf apPOL inh = -10

Structure: CC1(C(=O)NCc2ccc(F)cc2)CCCN(C(=O)c2ccc(Br)o2)C1 (configuration not stated)
  mHTT CaM bind = 3
  Pf apPOL inh = 4

Following part
Value order – mHTT CaM bind	Pf apPOL inh
Cc1cc(C(=O)N2CCCC2C(=O)NCc2ccc(F)cc2)no1 (configuration not stated)
  -3	-5
CC(C)C[C@H]1COc2cc(Br)ccc2S(=O)(=O)N1Cc1cn(CCC2OCCO2)nn1
  1	0
COCCCNC(=O)N1CCN(Cc2nc3cccnc3n2-c2cccc(C)c2)CC1
  -4	-5
COc1nccc(N2CCC(CC(=O)N3CCN(c4ccccc4)CC3)CC2)n1
  10	-6
CC1C=CCC2C(=O)N(c3cccc(Cl)c3)C(=O)C12 (configuration not stated)
  -11	-2
CC(C)(C)c1ccc(NC(=O)CSCC(=O)NN)cc1
  nt	5
O=C1C=CC(=O)N1c1cc(F)c(Br)cc1F
  nt	-12
CS(=O)(=O)c1ccc2nc(NC(=O)C3CCCCC3)sc2c1
  5	-4
COc1ccccc1C(=O)N1CCCC1c1cc(C)no1 (configuration not stated)
  -4	6
COc1cccc(C(=O)N2CCC3(CC2)NC(=O)N(Cc2ccccc2)C3=O)c1OC
  11	-4
O=C(NCCNc1ccc([N+](=O)[O-])cc1Cl)c1ccccc1Br
  3	0
Cc1nnsc1C(=O)N1CCN(C2c3ccccc3-c3ccccc32)CC1
  nt	2
COc1ccc(-c2cc3ccc(OS(C)(=O)=O)cc3oc2=O)cc1OC
  -6	-1
CCOC(=O)N1CCc2nn(CC(=O)Nc3ccc(Br)c(C)c3)c(=O)cc2C1
  28	-10
Cc1nc(C(F)(F)F)ccc1C(=O)NCC1CC1
  nt	-4
CCN(CC)CCNC(=O)C1CCN(c2nccc(C)n2)CC1
  -8	9
CC1(C)CC(O)CC(C)(C)N1CC(O)COc1ccc(-c2ccccc2)cc1 (configuration not stated)
  -3&1	-2&10
Cc1ccc(/C=C2\SC(c3ccccc3)=NC2=O)o1
  56*	-6
CSc1n[nH]c(N)c1S(=O)(=O)C(C)C
  nt	-4
Cc1cc(C)c(CNC(=O)C2CCCN(c3cnn(Cc4ccccc4)c(=O)c3)C2)c(C)c1 (configuration not stated)
  0	-2

One compound at a time (already shown):
Cc1cc(C)c(CNC(=O)C2CCCN(c3cnn(Cc4ccccc4)c(=O)c3)C2)c(C)c1 (configuration not stated) is listed with mHTT CaM bind = 0; Pf apPOL inh = -2
CCN(CC)CCNC(=O)C1CCN(c2nccc(C)n2)CC1 is listed with mHTT CaM bind = -8; Pf apPOL inh = 9

(cont.)
Value order – mHTT CaM bind	Pf apPOL inh
CC(=O)NC1=NN(C(C)=O)C2(S1)C(=O)N(C(C)=O)c1ccc(Br)cc12 (configuration not stated)
  52*	2
O=C(Nc1ccc(F)c(F)c1)c1cc(S(=O)(=O)NCc2ccco2)ccc1F
  0	3
C=CCn1c(=N)c(C(=O)NCCN2CCOCC2)cc2c(=O)n3cccc(C)c3nc21
  0	-6
CC(C)CC(=O)Nc1cccn2nc(C3CCC3)nc12
  -2	-2
COC(=O)C(C)Oc1ccc2c(c1)OC(=Cc1cccc(F)c1)C2=O (configuration not stated)
  8	-2
CCNc1cc(N2CCC(CCC(=O)N3CCCN(C)CC3)CC2)ncn1
  4	-3
CC1CCN(c2ncc3c(n2)CCC(C(=O)NCc2ccc(OC(C)C)cc2)C3)CC1 (configuration not stated)
  0	-7
CSc1nc(N)nc2sc3c(O)cc(=O)[nH]c3c12
  1	nt
O=C(NC1CCCCCC1)c1c(O)c2cccc3c2n(c1=O)CC3
  7	-8

Looked up by compound from above, six records:
Value order – mHTT CaM bind	Pf apPOL inh
O=C(Nc1ccc(F)c(F)c1)c1cc(S(=O)(=O)NCc2ccco2)ccc1F
  0	3
O=C(NC1CCCCCC1)c1c(O)c2cccc3c2n(c1=O)CC3
  7	-8
CC1CCN(c2ncc3c(n2)CCC(C(=O)NCc2ccc(OC(C)C)cc2)C3)CC1 (configuration not stated)
  0	-7
CCNc1cc(N2CCC(CCC(=O)N3CCCN(C)CC3)CC2)ncn1
  4	-3
CSc1nc(N)nc2sc3c(O)cc(=O)[nH]c3c12
  1	nt
CC(=O)NC1=NN(C(C)=O)C2(S1)C(=O)N(C(C)=O)c1ccc(Br)cc12 (configuration not stated)
  52*	2

Assay outcomes: PubChem, University of Kansas High Throughput Screening Laboratory
